M1 ag parental: counter-screen for M1 agonists: effect in parental CHO-K1 cells; Fluo-8 calcium fluorescence; scaled to maximal ATP response, vehicle zero; activation, % at 3 µM; 360,000 tested, 0.48% active; AID 602248; in the data active = activation above about 15%;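 note: untransfected CHO-K1 host cells lacking M1 receptor as counterscreen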
OXTR potentiator: potentiators of human oxytocin receptor; P30559; CHO-OTR cells, Fluo-8 calcium fluorescence, potentiator mode; 0% = oxytocin EC15, 100% = EC100; activation, % at 3 µM; 320,000 tested, 0.061% active; AID 2445;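 active = activation above that plate's cutoff, the mean activation of tested compounds plus 3 SD, cut at about 6.6% in these data, passing the limit was not always enough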;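 note: 100% uses oxytocin at 75 nM as the full agonist control; some results filed as inactive read as strong as hits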
Target sequence (P30559 whole entry, looked up): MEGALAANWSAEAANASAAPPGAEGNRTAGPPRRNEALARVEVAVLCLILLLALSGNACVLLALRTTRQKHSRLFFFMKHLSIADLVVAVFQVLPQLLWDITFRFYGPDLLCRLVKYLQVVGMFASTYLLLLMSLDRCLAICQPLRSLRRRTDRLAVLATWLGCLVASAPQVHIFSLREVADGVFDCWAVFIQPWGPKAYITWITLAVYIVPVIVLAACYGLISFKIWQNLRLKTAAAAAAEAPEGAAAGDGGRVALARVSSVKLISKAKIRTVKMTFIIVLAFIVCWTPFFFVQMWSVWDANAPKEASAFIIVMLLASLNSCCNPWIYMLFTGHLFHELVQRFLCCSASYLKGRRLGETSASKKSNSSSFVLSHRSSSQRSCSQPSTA
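System: human OTR in CHO cells; Also added: sub-maximal oxytocin, roughly EC15; Timing: compound 6 min at room temperature before oxytocin, 100 s read; Technique: Fluo-8 intracellular calcium fluorescence, ex 470-495, em 515-575 nm; Controls: oxytocin EC15 low and EC100 high; Replication: singlicate.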
M4 antag: antagonists of human muscarinic M4 receptor (CHRM4); P08173; CHO-hM4 cells, ACh EC80, Fluo-8 calcium fluorescence; inhibition, % at 3 µM; 360,000 tested, 0.73% active;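 active = inhibition above its plate's cutoff, the mean inhibition of sample wells plus 3 SD, cut at about 27% in these data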;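 note: 0% = acetylcholine EC80 with DMSO and 100% = DMSO without agonist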
CHO-K1 Ca antag: M1 antagonist counterscreen hit in parental CHO-K1 cells. ATP-induced calcium, Fluo-8 fluorescence. inhibition, % at 3 µM. 360,000 tested, 0.6% active;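 active = inhibition above a per-plate cutoff, the plate's mean sample inhibition plus 3 SD, cut at about 24% in these data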;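 note: 0% = DMSO plus EC80 ATP and 100% = DMSO alone without ATP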
CHRM4 agonist: CHRM4 agonism in calcium assay | CHO-K1 hM4/Gqi5, Fluo-8 calcium fluorescence; vehicle 0%, full acetylcholine response 100% | activation, % at 3 µM | 360,000 tested, 0.14% active | P08173;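 active = activation above the run mean over all test wells plus 3 SD, cut at about 32% in these data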;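 note: peak over basal fluorescence ratio per well then scaled between controls; 0% = DMSO wells and 100% = acetylcholine at EC100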
M1 ag: agonists of human M1 muscarinic receptor | CHO-K1 hM1, Fluo-8 calcium fluorescence, agonist mode; 0% DMSO, 100% acetylcholine EC100 | activation, % at 3 µM | 360,000 tested, 0.33% active;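 active = activation above the run's mean compound activation plus 3 SD, cut at about 16% in these data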;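 note: peak over basal fluorescence ratio within a 140 s kinetic read after compound addition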
Target sequence (P11229 whole entry, looked up): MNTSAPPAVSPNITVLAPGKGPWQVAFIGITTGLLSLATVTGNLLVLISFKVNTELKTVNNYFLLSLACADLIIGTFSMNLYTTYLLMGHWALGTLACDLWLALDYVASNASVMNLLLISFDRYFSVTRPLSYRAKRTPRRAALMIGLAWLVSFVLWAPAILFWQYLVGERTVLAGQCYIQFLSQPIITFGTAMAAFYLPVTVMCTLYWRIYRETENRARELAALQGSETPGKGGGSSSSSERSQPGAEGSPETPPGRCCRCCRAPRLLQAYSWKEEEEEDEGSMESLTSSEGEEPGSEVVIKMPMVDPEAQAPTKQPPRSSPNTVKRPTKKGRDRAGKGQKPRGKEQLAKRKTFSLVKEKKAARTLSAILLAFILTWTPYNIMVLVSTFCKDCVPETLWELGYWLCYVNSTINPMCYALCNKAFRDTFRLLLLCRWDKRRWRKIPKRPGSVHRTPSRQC
CHO parental Ca: counter-screen: ATP calcium response change in parental CHO cells; parental CHO-K1, ATP-induced calcium, Fluo-8 fluorescence; inhibition, % at 5.6 µM; 330,000 tested, 0.63% active;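 active = inhibition above that plate's mean sample inhibition plus 3 SD, cut at about 26% in these data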;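 note: 0% = ATP-challenged DMSO wells and 100% = DMSO wells without ATP; some compounds past the cut are filed as inactive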
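material = parental CHO cells | also added = ATP as calcium-mobilizing challenge | dosing = single point at 5.6 µM | detection = intracellular calcium via Fluo-8 no-wash fluorescent dye | read-out = % inhibition | benchmarks = low control ATP plus DMSO, high control DMSO only | repeats = one well per compound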
CHRM1 antagonist: blocks human M1 muscarinic receptor; P11229; CHO-K1 hM1, Fluo-8 calcium fluorescence, ACh EC80 antagonist; inhibition, % at 3 µM; 360,000 tested, 1.3% active;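 active = percent inhibition above its own plate's cutoff, namely the mean of that plate's compound wells plus 3 SD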;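 note: peak over basal fluorescence ratio during 140 s after agonist addition; 0% = ACh EC80 plus DMSO and 100% = DMSO alone without agonist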
M1 PAM: human CHRM1 positive allosteric modulation. P11229. CHO-K1 hM1, Fluo-8 calcium fluorescence, ACh EC20; 0% = ACh EC20, 100% = maximal ACh. activation, % at 3 µM. 360,000 tested, 0.088% active. AID 588819; in the data active = activation above about 19%, passing the limit was not always enough
* hit, by the source's call; x = not tested or not shown; & = joins results of further samples. Not a hit list; about 2.9% have a hit in one of these screens.

SMILES	M1 ag parental	OXTR potentiator	M4 antag	CHO-K1 Ca antag	CHRM4 agonist	M1 ag	CHO parental Ca	CHRM1 antagonist	M1 PAM
O=C(NCc1ccccc1)c1nc[nH]c1C(=O)NCc1ccccc1	1.5	0	-9	-16	1	-2	-20	-5	6
CCC1Sc2ccc(S(=O)(=O)Nc3ccc(OC)cc3)cc2NC1=O (stereo unspecified)	18*	-13	-6	-4	18	15	8	8	-1
CCN(CC(=O)NCc1cccs1)C(=O)c1cccc(S(=O)(=O)Nc2cccc(C)c2)c1	1.2	-7	2	-11	2	-1	-19	-5	5
CC(C)(CSc1ccccn1)NS(=O)(=O)c1ccc(Cl)cc1	2.3	-2	-4	-11	0	-8	-18	-9	10
COc1ccc(CN(CC(=O)NCc2ccc3c(c2)OCO3)C(=O)c2csnn2)cc1	2.4	-1	3	16	4	4	-18	-3	-1
CCc1cc2c(=O)[nH]cnc2s1	0.3	-16	1	-2	1	-5	-8	7	-6
Cc1ccc(CNC(=O)C2CC=CCC2C(=O)O)cc1 (stereo unspecified)	0.8	-4	-2	-11	1	-3	7	-15	10
Cc1cccc([C@@H]2[C@@H]3C(=O)N(Cc4ccccc4)C(=O)[C@@H]3[C@]3(Cc4ccc(Cl)cc4)C(=O)N(c4ccccc4)C(=O)N23)c1	0.1	-3	4	-9	-1	-3	-9	1	5
c1ccc(-n2nnnc2NC2CCCCC2)cc1	2.0	-3	-10	-14	4	2	-2	-29	12
CCCCNC(=O)NNC(=O)COc1cc(C)cc(C)c1	0.2	-6	-9	-13	1	-5	-7	-12	7
O=C(Nc1ccc(S(=O)(=O)Nc2ccccc2)cc1)C1COc2ccccc2O1 (stereo unspecified)	5.0	-10	15	-10	8	1	4	1	-4
Cc1nc(N)c(Br)c(C)c1Br	-0.8	-1	-2	17	2	-5	3	-1	8
Fc1ccc(-n2c(CN3CCCCC3)n[nH]c2=S)cc1	-0.4	-8	-5	-12	1	-4	-10	21	6
O=C(CC1(O)C(=O)N(Cc2ccccc2)c2ccccc21)c1ccc2c(c1)OCO2 (stereo unspecified)	0.5	-2	0	11	5	-5	-15	15	-4
COc1cccc(/C=C2\SC(=S)N(CCCC(=O)NC3=NCCS3)C2=O)c1	0.9	-14	7	-11	1	-1	-17	-10	9
O=S(=O)(NCc1ccc(F)cc1)c1ccc(Br)cc1Br	0.1	-7	-1	-14	0	-6	-13	-2	4
Cc1cc2ncn(C(=O)N3CCCCC3)c2cc1C	-0.1	-6	0	-14	1	-3	-11	-10	6
CCOc1ccccc1N(C(=O)CNC(=O)c1ccco1)C(C(=O)NC1CCCC1)c1cccnc1 (stereo unspecified)	-0.2	-2	10	-12	0	-2	-8	3	1
Cc1cc(C)nc(SCC(=O)c2ccc(F)c(C)c2)n1	0.4	-11	2	-9	-1	-6	-6	-18	6
CCc1cc(/C(Cc2ccccn2)=N\Nc2ccccc2)c(O)cc1O	1.2	-25	-2	-9	1	-4	-7	-5	3
CCOC(=O)c1c(C)[nH]c(=S)c(C#N)c1-c1ccccc1	0.1	0	1	-1	0	-4	-11	9	-4
Cc1c(Nc2nc(C(F)(F)F)nc3ccccc23)c(=O)n(-c2ccccc2)n1C	0.3	0	-8	-7	1	-4	-13	-4	8
COc1ccc(C)cc1-n1c(-c2ccncc2)n[nH]c1=S	0.4	-13	1	9	-1	-1	-21	8	1
CSc1nc(N(C)C)c2ccccc2n1	-0.6	-8	-4	-7	0	-7	-6	1	0
COc1cccc(NC(=O)COC(=O)COc2ccccc2[N+](=O)[O-])c1	1.6	0	-3	-1	5	-5	-8	1	0

Going on with the list:
SMILES	M1 ag parental	OXTR potentiator	M4 antag	CHO-K1 Ca antag	CHRM4 agonist	M1 ag	CHO parental Ca	CHRM1 antagonist	M1 PAM
CCc1nc2ccc(C(=O)Nc3cccc(NS(C)(=O)=O)c3)cn2c1N(C)Cc1nccn1C	-0.2	x	-7	12	1	-10	x	-4	0
NNC(=O)COc1ccc2oc3c(c2c1)CCCC3	0.1	-14	9	8	0	-5	-13	0	1
Cc1nc2c(o1)CCc1ccccc1C2N1CCN(C)CC1 (stereo unspecified)	0.3&0.3&0.0	-3&-2	98*	-15&1&-17	1&2&1	-7&-9&-10	-7&-10	99*	-31&-23&-28
S=c1[nH]nc(-c2cccc(Cl)c2)n1CCN1CCCCC1	1.6	-13	3	18	0	-10	-11	-3	0
Cc1c(NC(=O)CSc2ccc(Cl)cc2)cccc1-c1nc2ncccc2o1	7.2	-4	-13	-13	23	0	-17	-19	-1
COc1ccccc1-c1cc(C(=O)N/N=C/c2sccc2C)c2ccccc2n1	2.0	-9	4	0	4	-3	-8	-6	-2
CCCCC(=O)OCC(=O)c1[nH]c(C)c(C(=O)OCC)c1C	0.9	-2	-1	-10	1	-5	8	4	-4
CCCCn1c(N)c(N(CC(C)C)C(=O)CC2CCCCC2)c(=O)[nH]c1=O	0.1	3	4	0	0	4	-12	-5	9
CS(=O)(=O)N1CCC(C(=O)N2CCN(c3ccccc3)CC2)CC1	0.3	-12	-2	-8	1	-5	-11	0	3
Cc1cc2cc(C#N)c(N3CCN(S(C)(=O)=O)CC3)nc2cc1C	1.9	0	1	-10	2	-7	-6	-4	4
Cc1ccc(Cl)c(OCC(=O)N(C)CC(=O)Nc2ccc(N3CCOCC3)cc2)c1	-0.2	3	0	10	0	-3	-20	1	2
COC(=O)c1ccc(CNC(=O)COC(=O)/C=C/c2ccc(OC)c(OC)c2)cc1	-0.1	-2	-10	2	5	-3	-22	0	1
COCCCn1cc(C(=O)c2cc(OC)ccc2OCC(=O)Nc2cc(C)on2)cc(C#N)c1=O	0.9	-11	-4	-15	1	-5	-16	-17	12
c1ccc(-n2cnnc2SCc2cn3ccsc3n2)cc1	0.7	-11	5	-4	0	1	-1	-9	9
N#C/C(=N\Nc1cccc(C(F)(F)F)c1)C(=O)c1csc(-c2cccnc2)n1	10	-19	-11	24*	11	12	-14	8	3
Cc1nn(Cc2ccccc2)c(C)c1C(=O)OCC(=O)c1cc(C)n(CC(F)(F)F)c1C	0.7	-15	-6	1	2	-4	-18	13	-5
COc1ccc(C(=O)Nc2ccc3c(c2)OCCO3)cc1	0.4	-7	4	13	1	-4	-13	0	-3
COc1ccc(C(C)=O)cc1CS(=O)(=O)CC(=O)NCCc1c[nH]c2ccccc12	2.3	-5	-23	-15	7	-5	-12	-12	5
CCCCCc1cc(=O)oc2c(C(CCN3CCN(c4ccccc4)CC3)c3ccc4c(c3)OCO4)c(OC)cc(OC)c12 (stereo unspecified)	-0.2	-8	6	-1	-1	-5	-12	10	-1
Cc1cc(/C=C(/C#N)c2nc3ccccc3[nH]2)c(C)n1-c1ccccc1C(=O)O	1.5	-15	4	-17	1	-2	-10	-2	7
FC(F)(F)c1cccc(N2CCCCC2)c1	0.0	x	-5	12	0	-4	x	-1	7
CC1(C)CC(=O)C(C2=NC3(CCCCCC3)Cc3ccccc32)=C(O)C1	-0.1	-12	-3	-10	0	-3	-22	-18	8
CCN1CCCC1CNC(=O)c1ccc2c(c1)NC(=O)/C(=C\c1ccc(OC)c(OC)c1)S2 (stereo unspecified)	-0.1	-1	5	-1	0	-6	-22	16	-4
O=C(Nc1cccc(-c2cn3c(n2)SCC3)c1)c1ccc(Br)o1	0.4	0	0	-13	2	-2	-8	-7	5
O=C(NCc1nc2ccccc2[nH]1)c1ccc(S(=O)(=O)N2CCOCC2)cc1	1.1	-11	7	9	2	-4	-2	6	8

The list goes on:
SMILES	M1 ag parental	OXTR potentiator	M4 antag	CHO-K1 Ca antag	CHRM4 agonist	M1 ag	CHO parental Ca	CHRM1 antagonist	M1 PAM
COc1ccc(C)cc1NC(=O)CNC(=O)c1sc2ccccc2c1Cl	0.5	-5	-24	-5	1	-2	-15	-13	5
CC1=C(C(=O)OC2CCCCC2)C(c2ccc(N(C)C)cc2)NC(=O)N1 (stereo unspecified)	-0.1	4	-12	1	-1	-4	-15	-5	1
O=C(ONC1=NCCCCC1)c1c(F)cccc1F	0.7	4	6	-19	1	-5	1	-2	5
CCOc1ccc(OCc2ccc(C(=O)N(C)c3ccccc3)o2)cc1	4.2	x	6	-9	3	-4	x	-8	6
COC(=O)CSc1nc2cc3c(cc2cc1C)OCCO3	7.6	-4	-13	-11	-1	-10	-4	-2	4
COCCNC(=O)Cn1c(=O)n(Cc2ccco2)c(=O)c2ccccc21	0.6	-5	-14	-2	0	-4	0	-8	12
O/N=C/c1ccccc1Oc1ccc(Cl)cc1	-0.1	-5	18	1	1	-6	-13	-9	4
COc1ccc(Nc2nc(-c3cccc([N+](=O)[O-])c3)nc3ccccc23)cc1	0.1	0	-1	-2	0	-2	-12	-1	2
O=C(Nc1ccccc1F)c1ccc2nc(N3C(=O)CCC3=O)sc2c1	0.5	-8	24	2	1	-1	-7	-9	10
COc1ccc(/C=N/Nc2ccc(C(=O)O)cc2)cc1OC	0.1	0	1	2	1	0	-4	-8	4
CCCN(CCC)S(=O)(=O)c1ccc(C(=O)NNC(=O)c2cc(OC)c(OC)c(OC)c2)cc1	1.4	-9	6	0	1	0	-9	-4	9
CC(=O)OCC1(C)CN(c2ccccc2)NC1=O (stereo unspecified)	-0.3	-12	-4	2	0	-3	6	11	-1
COc1ccc(N(C)S(=O)(=O)c2cccc(C(=O)N3CCN(c4cccc(C)c4C)CC3)c2)cc1	0.3	x	-1	-9	0	-5	x	-9	12
COc1ccc(N(C(=O)Nc2ccc(Cl)cc2)C2=NCCC2)cc1	3.5	-2	3	-24	8	5	-4	-1	-1
CCOC(=O)C1=C(C)Nc2ccccc2N=C1NC(=O)c1cc(C)on1	4.1	2	7	1	15	6	-12	21	-4
O=C(NCCC1=CCCCC1)C1CCN(c2nnc(-n3cccc3)s2)CC1	0.1	3	2	-4	3	-8	4	2	-4
NC(=O)CCn1nc(-c2ccc(Cl)cc2)c2ccccc2c1=O	-0.9	-4	-8	0	1	-2	-10	-9	-4
CCC1=NN2C(=N)/C(=C\c3cccn3-c3c(C)cccc3C)C(=O)N=C2S1	-0.2	-6	-7	-4	-1	-7	-16	2	-1
O=c1[nH]c2cc3ccccc3cc2nc1-c1nnnn1C1CCCC1	4.0	x	14	-9	6	x	x	x	x
O=C(NCC1(c2ccccc2)CCCC1)c1ccc(Br)o1	0.0	3	2	-6	-2	-11	-24	7	-2
CCn1nc(NC(=O)c2ccco2)c2cc3cc(C)ccc3nc21	1.2	0	-5	-1	5	-4	-16	-9	4
O=C(O)C1C2CCC(O2)C1C(=O)NCc1ccc(Cl)cc1 (stereo unspecified)	-0.2	0	8	17	0	-8	-15	7	-5
COc1ccc(-c2noc(CCC(=O)Nc3cccc(C(=O)NC4CC4)c3)n2)cc1OC	4.0	x	-8	-8	10	2	x	-12	3

A stretch taken from the entries so far, as a working copy:
SMILES	M1 ag parental	OXTR potentiator	M4 antag	CHO-K1 Ca antag	CHRM4 agonist	M1 ag	CHO parental Ca	CHRM1 antagonist	M1 PAM
COCCCn1cc(C(=O)c2cc(OC)ccc2OCC(=O)Nc2cc(C)on2)cc(C#N)c1=O	0.9	-11	-4	-15	1	-5	-16	-17	12
c1ccc(-n2cnnc2SCc2cn3ccsc3n2)cc1	0.7	-11	5	-4	0	1	-1	-9	9
N#C/C(=N\Nc1cccc(C(F)(F)F)c1)C(=O)c1csc(-c2cccnc2)n1	10	-19	-11	24*	11	12	-14	8	3

Source: PubChem (The Scripps Research Institute Molecular Screening Center)
